# Compound activity deposited in PubChem BioAssay by several laboratories.
# Anthrax LF inh2 – anthrax lethal factor protease inhibition; P15917; multiplex microsphere protease cleavage assay, LF; inhibition, % at 10 µM; hit rate 0.12% among 360,000; AID 588501; in the data active means inhibition above about 30%; inconclusive means no clear call, values can overlap the other calls; further: plate controls were buffer without enzyme for full effect and enzyme alone for no effect
# 3CLpro inhibitor – SARS-CoV 3CLpro protease inhibition. P0C6X7. recombinant SARS-CoV 3CLpro, quenched FRET peptide cleavage. inhibition, % at 6 µM. hit rate 0.14% among 290,000. AID 1706; in the data active means inhibition above about 12%
# TcdB inh – TcdB glycohydrolase inhibition; P18177; TcdB glycohydrolase enzymatic assay, plate reader; inhibition, % at 9.99 µM; hit rate 0.24% among 350,000; in the data active means inhibition above about 10%
# MazF activator – MazEF (E. coli) toxin RNase activation. FAM/BHQ RNA-DNA oligo cleavage fluorescence, 5 h. activation, % at 20 µM. hit rate 0.32% among 350,000. AID 504720; in the data active means activation above about 50%
# Target sequence (P0AE70 whole entry, looked up): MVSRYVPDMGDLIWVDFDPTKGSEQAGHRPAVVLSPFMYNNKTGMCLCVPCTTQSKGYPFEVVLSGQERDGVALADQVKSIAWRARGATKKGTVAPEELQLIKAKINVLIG
# SSB-PriA inh – blocks PriA binding to SSB C-terminal tail | AlphaScreen SSBct-PriA binding, biotinylated peptide | inhibition, % at 33 µM | hit rate 0.6% among 430,000 | AID 1272365; in the data active means inhibition mostly above about 37%, no sharp cut-off; inactive means mostly below about 20%;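 further: plate controls were negative control peptide for no effect and reference peptide for full effect; strong numbers were not always called active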
# VHR inh abs – DUSP3 (human) phosphatase inhibition; P51452; recombinant VHR phosphatase, pNPP absorbance; inhibition, % at 13.3 µM; hit rate 0.52% among 290,000; in the data active means inhibition above about 50%; further: some compounds called inactive have numbers as strong as hits
# Target sequence (P51452 whole entry, looked up): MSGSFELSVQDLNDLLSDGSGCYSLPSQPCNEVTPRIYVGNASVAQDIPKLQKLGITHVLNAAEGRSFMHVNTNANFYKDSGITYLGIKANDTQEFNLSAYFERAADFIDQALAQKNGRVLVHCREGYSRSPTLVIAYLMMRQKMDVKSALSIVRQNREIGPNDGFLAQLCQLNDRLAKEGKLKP
# Yp Topo-I inh – blocks Yersinia pestis topoisomerase I activity. AID 504884. Y. pestis Topo-I cleavage product accumulation, plate reader. hit rate 0.064% among 360,000. activity, % at 10 µM; in the data active means activity above about 50%, passing the limit was not always enough; inconclusive means no clear call, values can overlap the other calls; further: inactives centre near 2
# Rv3671c inh – Rv3671c (M. tuberculosis) protease inhibition. P9WHR9. inhibition, % at 5.96 µM. hit rate 0.048% among 320,000; in the data active means inhibition above about 38%;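 further: extracellular domain of Rv3671c used as enzyme; 0% = enzyme with DMSO and 100% = no enzyme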
# Target sequence (P9WHR9 whole entry, looked up, the tested form may be a part): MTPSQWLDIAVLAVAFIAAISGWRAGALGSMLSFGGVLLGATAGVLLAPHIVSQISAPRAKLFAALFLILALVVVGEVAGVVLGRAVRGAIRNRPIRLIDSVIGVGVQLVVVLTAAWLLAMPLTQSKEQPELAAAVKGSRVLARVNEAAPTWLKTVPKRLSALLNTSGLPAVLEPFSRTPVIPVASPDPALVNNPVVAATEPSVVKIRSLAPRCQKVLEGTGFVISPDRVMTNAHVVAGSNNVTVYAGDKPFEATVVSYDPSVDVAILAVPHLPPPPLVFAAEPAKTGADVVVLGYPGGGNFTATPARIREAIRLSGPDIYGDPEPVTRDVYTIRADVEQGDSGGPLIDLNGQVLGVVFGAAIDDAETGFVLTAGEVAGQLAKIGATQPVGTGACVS
# Vc quorum ag – induces V. cholerae light production without autoinducers; AID 588436; activation, % at 18.7 µM; hit rate 0.16% among 350,000; V. cholerae BH1578 lux reporter, luminescence, 6 h; in the data active means activation mostly above about 9.7%, no sharp cut-off; inconclusive means no clear call, values can overlap the other calls; inactive means mostly below about 3.7%; further: not every result past the cut was called active; inactives centre near 0; reference of the scale not given here
# PfHsp40 yeast – compounds rescuing yeast from Plasmodium falciparum HSP40 toxicity | S. cerevisiae expressing PfHsp40, growth rescue, ATP luminescence | growth rescue, % at 12.5 µM | hit rate 0.68% among 340,000; in the data active means growth rescue above about 28%, passing the limit was not always enough; inconclusive means no clear call, values can overlap the other calls;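 further: yeast W303a lacking pdr1 and pdr3 grown in galactose medium; growth measured after three days at 30 °C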
# * marks the source's active call; other numbers are inactive results; i = inactive; ? = inconclusive; / = not tested or not shown.
SMILES,Anthrax LF inh2,3CLpro inhibitor,TcdB inh,MazF activator,SSB-PriA inh,VHR inh abs,Yp Topo-I inh,Rv3671c inh,Vc quorum ag,PfHsp40 yeast
O=C(/C=C/c1ccc([N+](=O)[O-])cc1)OCC(=O)N1CCOCC1,2,/,0.8,3,-8,/,5,-1,-2.7,-1.1
CCOC(=O)CCCCC(=O)c1[nH]c(=O)[nH]c1CSc1nc2ccccc2[nH]1,0,-6,1.0,-11,9,-5,-3,-10,i,-0.1
Cc1oc2nc(SCCCC(=O)NCCO)nc(N)c2c1C,3,-6,/,0,0,2,-3,0,-0.1,-0.9
CC(=O)Nc1ccc(NC(=O)C2CCN(C(=O)c3cccs3)CC2)cc1,0,1,0.9,-4,-4,44,4,-7,-2.9,-2.1
CCOc1ccc(S(=O)(=O)N=C(c2ccccc2)N2CCOCC2)cc1,-8,/,0.3,6,5,/,-3,0,i,-0.5
CCNC(=O)NC(=O)C(C)Sc1nnc(COc2ccccc2Cl)o1 (stereo unspecified),-4,3,/,-2,-7,14,-4,0,4.2,-0.1
N/N=C(/Cc1nc2ccccc2[nH]1)c1ccc([N+](=O)[O-])cc1,-9,-2,0.3,13,/,9,-22,-1,-0.2,19
O=c1c2cc(N3CCOCC3)ccc2[nH]c(=S)n1CCCN1CCCCC1,3,-3,/,8,-2,9,-4,-7,-0.4,-0.7
CCOC(=O)c1cc(S(=O)(=O)N2CCOCC2)cn1C,1,1,1.7,2,5,-9,-6,3,-0.4,-0.7
COc1ccc(/C=C(/C#N)C(=O)Nc2ccccc2C)cc1C(=O)O,-1,3,0.7,3,-14,-15,-3,1,1.8,-0.7
CC(=O)N1N=C(N)SC1c1ccc(Cl)c(Cl)c1 (stereo unspecified),2,/,0.3,-10,/,/,-6,/,-7.7,/
Cc1ccccc1Nc1ncnc2c1cnn2Cc1ccccc1,-2,7,1.1,2,-13,25,-2,8,i,/
Cc1cc(N)n(-c2ncnc3scc(-c4ccc(Cl)cc4)c23)n1,-4,2,/,1,4,13,-3,4,-0.4,0.5
COc1cc(NC(=O)[C@@H]2CCCN(S(=O)(=O)c3cccc4cccnc34)C2)cc(OC)c1OC,0,/,2.3,1,-16,/,1,-3,i,0.0
COc1ccc(CCCN2CCC(CN3CCNC(=O)C3=O)CC2)cc1OC,-1,/,-11,-10,6,/,3,/,1.4,-0.6
O=C(C1CCN(c2ncnc3c2nc2n3CCCCC2)CC1)N1CCN(c2ccc(F)cc2)CC1,0,5,-0.5,-19,-8,3,6,-5,-1.0,1.3
CCN(CC)c1ncnc2c1ncn2[C@H]1CN(Cc2ccncc2)C[C@@H](CO)O1,0,/,0.4,/,/,/,1,/,i,/
Cn1nnc(NC(=O)CSc2ccc(Cl)cc2)n1,-1,2,/,-2,-22,22,-9,2,-0.3,0.9
Cc1nn2c(nc(N3CCOCC3)c3ccccc32)c1C=C(C#N)C#N,-3,-4,0.7,39,-11,-4,-4,-2,-0.4,-3.2
Cc1cccc(CCN(CC(=O)NC2CCCCC2)C(=O)c2csnn2)c1,-7,3,0.3,5,1,14,11,5,-0.1,-0.8
CCn1c2ccccc2c2cc(NC(=O)c3ccccc3[N+](=O)[O-])ccc21,-1,1,-0.2,13,-15,7,-17,14,-0.7,0.9
Cn1c(CNc2nc3ccccc3n2CCN2CCCCC2)nc2ccccc21,0,-1,/,-16,16,25,22,9,-5.9,0.1
COc1ccc(CSc2ccc(-c3nc4ccccn4c3NCc3ccccc3)cc2OC)cc1,-8,/,/,-11,0,/,7,2,i,4.3
O=C(CN1CCCC1)Nc1nnc(-c2cccs2)s1,-1,4,0.0,-2,-6,4,-1,1,-0.3,0.5
COc1cc(OC)c(C(=O)/C=C/c2ccc(OCc3ccccc3)c(OC)c2)c(OC)c1,-6,2,0.7,-1,2,4,26,/,i,-1.0
COc1ccc(-c2c(C(=O)O)c(C(=O)O)c3n2CCC3)cc1,-5,-2,2.8,6,-2,16,4,7,-0.6,-0.6
O=C(NCc1ccncc1)c1cnccn1,-4,2,/,6,2,0,-6,2,i,-0.3
Cc1ccc2c(COC(=O)CC3Sc4ccccc4NC3=O)cc(=O)oc2c1C (stereo unspecified),1,-1,0.4,-17,-3,-2,5,-8,-0.2,-0.5
CCN1/C(=C/c2ccc3ccccc3[n+]2CCCS(=O)(=O)[O-])C=Cc2cc(C)ccc21,-8,-10,3.4,-4,/,4,17,/,i,-0.9
COc1ccc(CCNC(=O)CCCn2nc(C)n3ccnc3c2=O)cc1OC,-3,-6,14*,-3,0,-2,-2,0,-0.2,1.2
CC(=O)NC1C(=O)Nc2c1cccc2C(F)(F)F (stereo unspecified),1,2,/,4,-4,3,-8,9,0.4,-2.3
O=C1CC2c3ccccc3C1C1C(=O)N(CCc3ccccc3)C(=O)C21 (stereo unspecified),2,0,0.9,0,-13,7,-8,-10,-1.0,0.5
CCCn1c(N)[n+](CC(=O)c2ccco2)c2ccccc21,-10,5,-0.4,-4,/,17,-2,4,i,0.1
CCN1C(=O)[C@H]2[C@@H](c3ccc(-c4ccc(OC)cc4)cc3)N[C@@](CC(C)C)(C(=O)OC)[C@H]2C1=O,1,/,1.6,12,-3,/,-8,1,-0.5,-1.4
COc1ccc(S(=O)(=O)N2CCN(C(=O)c3cc(C)oc3C)CC2)cc1,-4,1,4.0,2,2,6,-8,5,-0.4,0.4
CC(=O)N(/N=C/c1ccc(C)cc1)c1nc(CCl)cs1,0,0,-1.4,-1,/,-12,7,8,-0.2,1.9
O=C(CN1C(=O)NC2(CCCc3ccccc32)C1=O)c1ccccc1F (stereo unspecified),6,/,1.1,6,-16,/,10,-7,-1.6,1.6
CCN1CCN(c2ncnc3scc(-c4ccc(C)cc4)c23)CC1,18,0,-2.0,-2,7,6,19,-5,i,-1.8
COc1cc2c(cc1OC)C(C)=NCC2,5,-3,0.4,9,-7,16,-6,-6,-0.5,-0.9
CCOC(=O)C(Sc1n[nH]c(N)n1)c1ccccc1 (stereo unspecified),2,0,/,-5,-9,8,-5,10,-0.5,1.1
CCCn1c(C)cc(=O)c2cc(NC(=O)c3ccccn3)ccc21,-3,-4,/,-5,8,17,16,4,0.3,0.9
Nc1ccc2c(c1)nnn2-c1ccccc1,-6,-3,1.0,5,-4,9,-8,-1,-0.3,0.0
COc1cc(OC)cc(-c2oc(=O)c3cc(OC)c(OC)cc3c2C#CCCCO)c1,-7,/,1.0,2,1,/,4,-8,-0.6,-0.5
COc1ccc(C(C)=O)cc1CC(C(=O)c1ccc(F)cc1)N(C)C (stereo unspecified),-2,4,-11,-4,6,37,4,-7,-0.1,-2.0
Cc1ccn2c(NC3CCCCC3)c(C)nc2c1,-7,-5,/,7,1,19,-2,4,-0.7,-0.9
CCN(CC)c1nc(C#N)cc(-c2ccc(OC)cc2)n1,2,4,/,-9,-135,2,-10,-10,i,-2.0
COc1cc(/C=N/Nc2nc3ccccc3[nH]c2=O)ccc1O,0,4,1.0,2,/,9,2,-7,-0.6,-0.3
CCn1c(=O)c(C(=O)NNS(=O)(=O)c2ccc(Cl)cc2)c(O)c2ccccc21,1,3,/,-10,-4,19,19,0,1.5,8.4
Cc1ccc(S(=O)(=O)N2CC3(O)CN(C(=O)OC(C)C)N(C(=O)OC(C)C)CC3(OC(=O)NCC3CCCCC3)C2)cc1 (stereo unspecified),0,/,-0.6,6,/,/,8,/,-0.4,/
O=C(CNC(=O)c1ccc(Br)o1)Nc1ncccc1O,17,/,2.3,-18,0,/,6,-2,-2.3,-1.9
Cc1cccc(N2CCc3c2nc2ccc(Br)cc2c3N)c1,-3,4,0.9,7,-6,-1,-31,19,i,1.5
O=C(NCCC(=O)N(CCc1ccccc1)Cc1ccccc1)c1ccc([N+](=O)[O-])cc1,-2,/,0.9,4,5,/,21,0,5.6,0.4
Cc1cc(=O)[nH]c(N/N=C/c2cccs2)n1,1,-1,/,3,/,-4,-11,-2,-0.1,-0.4
O=C(Nc1cccc2c1C(=O)NC2=O)c1ccc(S(=O)(=O)N2CCCC2)cc1,1,1,/,1,-7,15,0,9,-0.3,1.7
Cc1cc(Nc2ccc3ccccc3c2)n2ncnc2n1,-1,-1,/,5,2,4,-5,5,-7.1,-0.5
O=C(CC1C(=O)NCCN1C(=O)Nc1ccccc1)Nc1cc(Cl)ccc1Cl (stereo unspecified),10,-4,-2.1,-6,-2,19,-10,2,i,0.7
Cc1ccc2oc(=O)n(CCC(=O)Nc3ccc(N4CCOCC4)cc3)c2c1,-4,3,1.6,9,-1,33,10,0,i,-0.2
COc1ccc(-c2c(C#N)c(C)nc3c2C(=O)c2ccccc2-3)cc1,0,5,/,-36,4,29,-4,5,-0.6,-0.7
CC1ON=C(c2ccc(F)cc2)NC1=O (stereo unspecified),-1,/,-0.5,/,/,/,2,/,i,/
CCOC(=O)Cn1c2ccccc2n2nc(CCC(=O)O)c(=O)nc12,-3,2,-1.0,4,-17,26,-1,-6,-0.3,1.0

# Limited to TcdB inh (2 entries from above):
molecule | TcdB inh
Cc1ccc2oc(=O)n(CCC(=O)Nc3ccc(N4CCOCC4)cc3)c2c1 | 1.6
COc1cc(OC)cc(-c2oc(=O)c3cc(OC)c(OC)cc3c2C#CCCCO)c1 | 1.0

# Following part:
SMILES,Anthrax LF inh2,3CLpro inhibitor,TcdB inh,MazF activator,SSB-PriA inh,VHR inh abs,Yp Topo-I inh,Rv3671c inh,Vc quorum ag,PfHsp40 yeast
C=CCn1c(SCC(=O)Nc2sccc2C#N)nc2sc(C)c(C)c2c1=O,3,-6,-1.6,-8,-6,4,3,-18,0.4,-2.6
O=C(Nc1ccc2c(c1)OCO2)C1CCCN1C(=O)Nc1ccccc1 (stereo unspecified),7,-8,8.0,11,-2,48,6,-6,-0.3,-0.6
N#Cc1ccccc1NC(=O)COc1ccccc1C(=O)Nc1ccccc1,-11,/,-6.1,-9,-26,/,-1,-16,i,0.8
O=C(CCC(NC(=O)OCc1ccccc1)C(=O)OCc1ccccc1)NCC(=O)OCc1ccccc1 (stereo unspecified),-1,-4,/,1,9,3,48,-6,-0.6,1.0
CCOC(=O)C1CCCN(S(=O)(=O)c2ccc3c(c2)C(C)(C)C(=O)N3C)C1 (stereo unspecified),7,-2,0.8,5,-5,6,-7,-3,-0.2,1.1
O=C(NC1CCCCC1)c1cc(-c2ccc(F)cc2)on1,-12,-2,1.7,2,-4,26,2,-12,-0.7,1.0
Cc1ccc(Cn2c(-n3nc(C)cc3C)nc3c2c(=O)[nH]c(=O)n3C)cc1,-5,5,/,2,-6,14,5,-9,0.7,-2.3
CSCC[C@H](NC(=O)OC(C)(C)C)C(=O)N1CCC(C(=O)N[C@@H](C)C(=O)NCc2ccc(F)cc2)CC1,-1,1,-2.5,-1,-10,12,2,-4,-0.4,-0.5
CCN1C(=O)CC(C(=O)NC)SC1=Nc1cc(Cl)c(O)c(Cl)c1 (stereo unspecified),-5,-2,/,5,-7,36,-3,3,-0.2,-1.6
CCOc1ccccc1NS(=O)(=O)N(C)C,?,1,/,15,-15,39,1,-7,-0.3,3.3
Nc1ccc2nc(Cc3ccccc3)[nH]c2c1,-53,3,5.1,8,0,23,-10,-16,4.0,1.0
NC(=O)COC(=O)c1oc2ccccc2c1CSc1ccc(Cl)cc1,0,-4,0.4,4,5,-5,12,-1,0.7,0.0
CCCNC(=O)c1cc(C2CCCCN2C(=O)OC)on1 (stereo unspecified),0,/,1.7,/,/,/,2,/,i,/

# Reprinted at random: two entries already listed, in no set order.
SMILES,Anthrax LF inh2,3CLpro inhibitor,TcdB inh,MazF activator,SSB-PriA inh,VHR inh abs,Yp Topo-I inh,Rv3671c inh,Vc quorum ag,PfHsp40 yeast
CCN1C(=O)CC(C(=O)NC)SC1=Nc1cc(Cl)c(O)c(Cl)c1 (stereo unspecified),-5,-2,/,5,-7,36,-3,3,-0.2,-1.6
CCOc1ccccc1NS(=O)(=O)N(C)C,?,1,/,15,-15,39,1,-7,-0.3,3.3

# An excerpt (hit frequency here may not be typical).
